Bioassay records (PubChem)
DAX1 inh-1 = inhibits human nuclear receptor DAX1; HEK293 Gal4-DAX1 luciferase reporter, luminescence; actives 0.99% (n = 340,000); inhibition, % at 6.75 µM; AID 504766;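 active = inhibition above the mean over all tested compounds plus 3 SD, cut at about 4.2% in these data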;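 note: 0% = DAX1-transfected cells with DMSO and 100% = empty-vector control cells with DMSO; inhibition shows as a rise in luminescence from relieved DAX1 repression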
hgDAF-12 ag = hgDAF-12 agonism, primary luciferase screen | HEK293 GAL4-hgDAF12 UAS-luciferase reporter, agonist luminescence; normalized to butyrate control | activation, % at 6.8 µM | actives 1.8% (n = 370,000) | AID 687014;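 active = activation above a cutoff set at the mean of all screened compounds plus 3 SD, cut at about 10% in these data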;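 note: 0% = DMSO wells and 100% = sodium butyrate wells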
ADAM10 inh = inhibits human ADAM10. recombinant ADAM10, EDANS/DABCYL FRET peptide cleavage, 3 h. O14672. inhibition, % at 7 µM. actives 0.62% (n = 370,000). AID 720582;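 active = inhibition above a per-campaign cutoff equal to the mean of compounds falling between control-based bounds plus 3 SD, cut at about 20% in these data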;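 note: 0% = DMSO wells while the 100% control is not disclosed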
Target sequence (O14672 214-748 limits assumed): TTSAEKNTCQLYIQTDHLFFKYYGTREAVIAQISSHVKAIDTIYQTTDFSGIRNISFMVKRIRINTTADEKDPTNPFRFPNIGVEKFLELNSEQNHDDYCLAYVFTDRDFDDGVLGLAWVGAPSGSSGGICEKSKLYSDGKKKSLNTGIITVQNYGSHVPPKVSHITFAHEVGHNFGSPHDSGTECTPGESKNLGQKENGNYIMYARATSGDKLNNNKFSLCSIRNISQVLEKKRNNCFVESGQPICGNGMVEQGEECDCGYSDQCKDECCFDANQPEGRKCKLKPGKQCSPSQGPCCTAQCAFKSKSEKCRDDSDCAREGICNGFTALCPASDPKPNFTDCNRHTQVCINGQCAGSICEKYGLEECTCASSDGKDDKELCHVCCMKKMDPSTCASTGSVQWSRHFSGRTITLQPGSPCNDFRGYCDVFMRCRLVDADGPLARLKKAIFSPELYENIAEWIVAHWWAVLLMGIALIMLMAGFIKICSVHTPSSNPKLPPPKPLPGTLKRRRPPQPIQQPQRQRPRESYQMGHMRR
HGIII-sPLA2 inh = Blocks human group III sPLA2 activity; Q9NZ20; QFRET BODIPY PC-A2 liposome hydrolysis, fluorescence; inhibition, % at 12.2 µM; actives 0.56% (n = 370,000); AID 743126;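 active = inhibition above mean plus 3 SD of compounds lying within the high and low control bounds, cut at about 19% in these data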;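 note: 0% = median of test compound wells and 100% = no enzyme DMSO wells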
Target sequence (Q9NZ20 whole entry, looked up): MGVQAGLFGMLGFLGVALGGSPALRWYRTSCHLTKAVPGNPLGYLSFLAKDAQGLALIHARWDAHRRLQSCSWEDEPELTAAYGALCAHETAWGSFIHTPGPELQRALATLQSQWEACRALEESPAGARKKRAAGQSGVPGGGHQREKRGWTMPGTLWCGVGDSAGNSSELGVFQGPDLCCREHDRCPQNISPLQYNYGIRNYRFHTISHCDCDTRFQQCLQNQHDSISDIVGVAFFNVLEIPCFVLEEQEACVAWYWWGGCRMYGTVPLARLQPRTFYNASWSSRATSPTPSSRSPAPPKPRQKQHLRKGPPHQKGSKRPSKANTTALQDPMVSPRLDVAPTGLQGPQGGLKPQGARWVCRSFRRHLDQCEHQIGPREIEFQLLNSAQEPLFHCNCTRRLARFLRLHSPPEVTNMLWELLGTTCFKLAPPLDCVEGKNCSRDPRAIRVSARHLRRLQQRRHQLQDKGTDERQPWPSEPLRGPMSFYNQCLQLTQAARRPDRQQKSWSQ
hcDAF-12 act = activators of H. contortus DAF-12 nuclear receptor | AID 652067 | HEK293 hcDAF-12 lit1-tk-luc reporter, luminescence; 0% DMSO, 100% Δ7-dafachronic acid | actives 1.4% (n = 370,000) | activation, % at 6.8 µM;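 active = activation above the mean of all tested compounds plus 3 SD, cut at about 5.5% in these data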;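 note: 100% = response to 3 µM Δ7-dafachronic acid high control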
ssDAF-12 act = S. stercoralis DAF-12 activation, primary screen. HEK293 ssDAF-12/GRIP1 lit1-tk-luc reporter, luminescence; % of 3 µM dafachronic acid response. activation, % at 6.8 µM. actives 1% (n = 370,000);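 active = activation above the mean over all tested compounds plus 3 SD, cut at about 0.9% in these data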;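 note: 0% = DMSO-only wells and 100% = 3 µM delta7-dafachronic acid wells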
DAX1 inh-2 = DAX1 (NR0B1) inhibition, primary screen; HEK293T StAR-luciferase reporter, SF-1/DAX-1 repression relief; inhibition, % at 6.8 µM; actives 1.1% (n = 370,000); AID 652010;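 active = inhibition above the mean over all tested compounds plus 3 SD, cut at about 3.6% in these data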;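 note: 0% = DAX-1 cells with DMSO and 100% = cells lacking DAX-1 with DMSO; higher inhibition means more luminescence from relief of DAX-1 repression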
NPR1 activator = GC-A (human) enzyme activation; activation, % at 10 µM; HEK293 GC-A cells, cGMP TR-FRET, EC30 ANP; 0% at EC30 ANP, 100% saturating ANP; actives 0.14% (n = 370,000); AID 1671463; in the data active = activation above about 40%
GAA850 FXN act = activators of GAA850 frataxin (FXN) promoter | HEK293 lucGAA850 FXN promoter luciferase reporter, 24 h; percent of 10 µM SAHA response | activation, % at 6 µM | actives 0.56% (n = 360,000);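 active = activation above the average of all compounds screened plus 3 SD, cutoff fixed separately per campaign, cut at about 7.5% in these data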;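 note: 0% = DMSO wells and 100% = 10 µM SAHA wells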
GC-B act = GC-B (human) receptor activation; P20594; HEK293-GC-B cells, CNP EC30, cGMP TR-FRET; 0% at EC30 CNP, 100% saturating CNP; activation, % at 10 µM; actives 0.11% (n = 370,000); AID 1920062;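 active = activation at 10 µM reaching about 35% in either raw or pattern-adjusted values, limit read from the data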
SMARCA2 act = activators of SMARCA2 function; AID 652017; activation, % at 9.1 µM; MG213 cells, MMTV-luciferase reporter, dexamethasone, overnight; actives 1% (n = 370,000); in the data active = activation above about 7.8%;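 note: 0% = vehicle wells and 100% = reference activator wells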
Starred values were filed as active, the others as inactive; . = no result given.

SMILES	DAX1 inh-1	hgDAF-12 ag	ADAM10 inh	HGIII-sPLA2 inh	hcDAF-12 act	ssDAF-12 act	DAX1 inh-2	NPR1 activator	GAA850 FXN act	GC-B act	SMARCA2 act
CCOC(=O)c1ccc(NC(=O)NC2CC3CCC(C2)N3Cc2nnnn2C(C)(C)C)cc1 (stereo unspecified)	-1.0	-0.5	-9	-6	-1.7	-1.0	-0.1	4	-3.5	-1	-7
Cn1c(=O)c([N+](=O)[O-])c(NCC2CCCO2)c2ccccc21 (stereo unspecified)	0.9	2.4	0	-4	-1.8	-1.2	-0.1	0	0.9	0	-4
C=C(C)c1cccc(C(C)(C)NC(=O)NC2CCCC2)c1	1.4	-2.1	-4	6	-0.2	-1.1	0.4	-2	-4.1	-7	-3
O=C(Nc1cn(-c2ccccc2)nc1-c1ccc(Cl)cc1)c1ccccc1	-1.6	1.7	8	2	1.3	-1.2	-0.6	-7	-2.4	-3	6
C[C@H]1COc2cc(N3CCCCC3)ccc2S(=O)(=O)N1	.	3.0	1	-1	0.8	-0.7	-0.2	1	.	-2	-4
CC(Oc1ccc(Cl)cc1Cl)c1ccn[nH]1 (stereo unspecified)	1.3	-1.0	6	-2	0.9	-1.4	-0.4	10	0.4	5	0
CCN(CC)CCCNC(=O)C1c2ccccc2C(=O)N(CCOC)C1c1ccc(F)cc1 (stereo unspecified)	-1.0	-5.5	1	-2	-1.6	-1.1	0.6	1	-1.4	-4	-2
CCCCNC(=O)COC(=O)CCC(=O)c1ccc(Cl)cc1	-0.6	-0.3	2	-4	-0.5	-1.8	-0.3	0	1.8	-3	-2
C[n+]1ccc(C(=O)NCCC[N+](C)(C)C)cc1/C=N/O	2.6	-1.2	-50	3	-2.0	-1.0	-0.5	-2	-1.6	2	-3
COc1ccccc1N=Nc1ccc(O)c2ncccc12	0.4	0.7	5	3	1.0	-0.7	-0.4	-5	1.1	4	2
COc1ccccc1NC(=O)c1cccc(S(=O)(=O)N2CCN(Cc3ccccc3)CC2)c1	-1.2	0.5	5	-8	-0.4	-1.1	-0.4	3	1.0	4	-2
CCCCCCCNC(=O)c1cc(-c2ccncc2)nc2ccccc12	-0.4	-0.7	18	7	0.1	-1.4	0.4	-33	1.7	-14	1
O=C(Nc1ccccc1Cl)N1CCN(c2ncccn2)CC1	0.8	-0.6	1	-6	-0.3	-0.3	-0.1	1	0.6	-7	0
Cc1ccc(/C([O-])=C(/C(=S)NCc2ccc3c(c2)OCO3)[n+]2ccc(N(C)C)cc2)c(C)c1	1.6	1.5	8	7	-0.5	-1.5	0.2	-6	0.5	2	0
COc1ccc2c(c1)C(c1ccc(N3CCOCC3)cc1)=NNC(c1cccnc1)=N2	-0.6	-1.6	-2	17	-1.8	-1.5	-0.7	-8	-0.1	1	-2
CNC(=O)C(C#N)(Cc1cc(C(C)=O)ccc1OC)Cc1cc(C(C)=O)ccc1OC	-0.7	2.2	-10	1	-0.2	-1.1	-0.5	2	1.1	-2	-2
C=CCOc1cccc(C2C(C(=O)c3ccco3)=C(O)C(=O)N2Cc2ccco2)c1 (stereo unspecified)	-0.4	-1.1	-8	-7	-1.0	-1.1	0.0	-3	0.0	0	-2
CC(=O)N=c1sccn1CC(O)c1ccc(Br)cc1 (stereo unspecified)	0.9	-0.7	4	-6	-2.1	-1.3	0.1	2	0.0	14	0
Cc1ccc2c(c1)N(CCCC(=O)NCc1ccc3c(c1)OCO3)C(=O)CO2	-0.8	3.1	-3	1	0.0	-1.1	-0.4	1	-2.1	2	1
Cc1cc(C)n(S(=O)(=O)c2ccccc2[N+](=O)[O-])n1	0.3	-0.8	-2	2	-0.2	-1.1	-0.6	-2	1.4	4	1
CCCCN(C(=O)CNC(=O)c1cccs1)C(C(=O)NC1CCCC1)c1ccncc1 (stereo unspecified)	-0.8	-3.0	1	1	-1.3	-1.0	0.7	-3	-0.7	1	-1
COc1ccc(C)cc1NC(=O)Cn1c(=O)oc2ccccc21	0.8	-1.1	7	-4	-1.6	-0.9	-0.4	-2	1.6	1	-2
O=C(NCCCCc1ccccc1)c1cccc([N+](=O)[O-])c1	-1.8	2.3	-7	-7	-1.4	-2.0	0.6	0	1.1	-4	-5
COCCNc1nc2cc(-c3ccc(C)cc3)sc2c(=O)n1C	.	12*	-27	2	2.7	1.0*	3.8*	0	5.4	-12	9.0*
O=C(O)C(c1ccccc1)N1C(=O)/C(=C\c2ccc(-c3ccccc3Cl)o2)SC1=S (stereo unspecified)	0.4	-0.8	-1	-5	1.4	-1.5	0.1	-14	1.1	0	-1
Cc1ccnc(N2C(=O)c3ccccc3C2Nc2ccccc2Cl)c1 (stereo unspecified)	0.2	1.2	-9	4	-0.8	0.4	-0.5	-13	1.2	-11	-1
Cc1ccc(S(=O)(=O)N(CC(=O)Nc2cccc(C(F)(F)F)c2)C(=O)N2CCN(C)CC2)cc1	-0.2	0.4	-1	-2	-1.6	-0.9	-0.4	2	0.2	4	2
O=C(c1ccccc1)C(C(=O)N1CCc2ccccc2C1)n1ccccc1=O (stereo unspecified)	-1.1	-0.3	-2	15	-1.4	-1.8	-0.2	0	-1.6	1	-4
CCOC(=O)N1CCN(C(=O)c2ccccc2Oc2ccccc2)CC1	0.7	-2.9	0	-1	0.7	-1.4	0.1	-2	1.5	-5	0
Nc1cc(Cl)c(N)cc1Cl	0.4	1.7	-2	7	1.4	-0.8	-0.2	-6	0.7	-4	0

Full records, looked up by structure. Values in the order: DAX1 inh-1	hgDAF-12 ag	ADAM10 inh	HGIII-sPLA2 inh	hcDAF-12 act	ssDAF-12 act	DAX1 inh-2	NPR1 activator	GAA850 FXN act	GC-B act	SMARCA2 act
Listed for CCCCN(C(=O)CNC(=O)c1cccs1)C(C(=O)NC1CCCC1)c1ccncc1 (stereo unspecified) → -0.8	-3.0	1	1	-1.3	-1.0	0.7	-3	-0.7	1	-1
Listed for CCOC(=O)N1CCN(C(=O)c2ccccc2Oc2ccccc2)CC1 → 0.7	-2.9	0	-1	0.7	-1.4	0.1	-2	1.5	-5	0

Later entries
SMILES	DAX1 inh-1	hgDAF-12 ag	ADAM10 inh	HGIII-sPLA2 inh	hcDAF-12 act	ssDAF-12 act	DAX1 inh-2	NPR1 activator	GAA850 FXN act	GC-B act	SMARCA2 act
O=C(N/N=C/C=C\c1ccccc1[N+](=O)[O-])c1cc(-c2ccccc2)nc2ccccc12	-1.9	1.8	-16	2	-2.8	-1.4	-0.1	1	2.2	-8	-1
O=C(COC(=O)/C=C/c1ccccc1[N+](=O)[O-])Nc1ccc2[nH]c(=O)[nH]c2c1	1.6	2.8	-15	-7	3.1	-0.2	0.2	-2	1.9	-1	-3
COc1ccc(C(C)=O)cc1CSc1nnc(C)n1-c1ccccc1	0.9	-0.4	-7	9	-2.3	-0.9	-0.3	-3	-2.4	-1	-3
COc1cc(N)ccc1NC(=O)c1cccs1	0.6	2.5	3	-1	-0.4	-0.5	0.5	-4	0.2	-1	1
NC(=O)C1CCN(C(=O)COc2ccc(S(=O)(=O)NC3CCCC3)cc2)CC1	0.6	0.2	-5	-5	0.7	-0.8	0.1	1	0.2	1	0
CCCCNC(=O)Nc1nnc(SCC(=O)OCC)s1	0.2	2.5	-5	-7	0.8	-1.0	-0.2	-2	3.6	-8	-3
COC(=O)/C=C1\SC(=Nc2ccc(Cl)c(Cl)c2)NC1=O	1.4	1.8	-8	-4	0.4	-1.3	-0.3	8	2.1	2	-1
COc1cc(SC)ccc1C(=O)Nc1ccc(Br)cn1	0.7	5.8	-1	7	3.8	-0.3	1.3	-4	-9.0	-9	0
O=C(Cn1cnc2c(nnn2Cc2ccc(F)cc2)c1=O)NCC1CCCO1 (stereo unspecified)	0.7	-1.3	1	-1	-1.8	-1.7	-0.2	-6	2.5	2	-1
CN(C)N=Nc1ccc(S(=O)(=O)/N=C(\O)c2ccccc2)cc1	0.8	-2.2	1	-8	-0.6	-1.1	-0.3	-2	-1.1	5	-2
CCOc1ccccc1NC(=O)N1CCCC1C(=O)NCc1cccs1 (stereo unspecified)	0.1	-3.3	-1	3	1.6	-0.9	0.3	1	-0.2	-8	-3
O=C(CN(C(=O)c1csnn1)c1ccc(Br)cc1)NC1CCCC1	0.1	-1.6	13	0	-0.9	-0.7	0.4	7	-0.7	12	-1
CC1=C([N+](=O)[O-])C(c2ccc(Cl)cc2)NC(=O)N1C (stereo unspecified)	2.7	1.7	3	-41	-0.1	0.5	1.1	0	-0.2	1	6
CCC(=O)Nc1cc(Cl)ccc1N1CCN(C(=O)CC)CC1	0.2	-1.9	-1	9	0.0	-1.4	-0.2	-3	-0.9	-1	-2
CC1Cn2c(nnc2-c2cccs2)S1 (stereo unspecified)	0.1	0.7	-7	8	-0.2	-0.6	-0.8	0	-1.8	-1	-2
Cc1nnn(-c2nonc2N)c1C(=O)N/N=C/c1ccccc1O	-0.2	-0.6	0	1	-1.1	-1.6	0.2	2	-0.5	1	-4
C[C@@H](NC(=O)c1[nH]cnc1C(=O)Nc1ccon1)c1ccccc1	0.7	-1.4	4	9	0.1	-1.4	-1.0	4	1.2	10	1
O=C(CCn1cnc(-c2ccccc2)c1-c1ccccc1)N/N=C/c1ccc(O)cc1	-0.8	3.0	-3	-37	-0.9	-1.7	-1.4	-29	-1.1	-17	0
CC(C)CCN1CC(=O)N2Cc3[nH]c4ccccc4c3C[C@H]2C1=O	0.9	-2.2	15	-11	-0.8	-1.3	-0.3	-3	-1.3	-2	-3
CSc1nsc(SC)c1NC(=O)N1CCCCC1	1.1	-0.8	-1	9	-1.4	-1.3	-0.6	2	0.9	-2	0
CCCCCn1c(=O)[nH]c2cc(C(=O)N3CCN(c4ccc(C(C)=O)cc4)CC3)ccc2c1=O	-1.4	-2.6	3	-1	-1.6	-1.3	-0.8	-1	-0.3	-5	-2
Cc1ccc2nc3c(nc2c1)-c1ccccc1C3=O	1.2	4.4	-1	1	11*	1.4*	0.9	0	-0.7	-2	0
CC(C)Nc1nc(NC(C)C)nc(C(N)=O)n1	1.2	1.1	-10	6	-1.0	-0.9	-0.4	5	2.5	5	0
CC(=O)NC(NC(=S)Nc1ccc(N=Nc2ccccc2C)cc1C)C(Cl)(Cl)Cl (stereo unspecified)	-0.2	1.5	2	7	-1.9	-0.8	1.1	-3	2.6	-18	-1
O=C(COC(=O)Cc1ccccc1F)NCc1ccccc1Cl	1.2	-2.9	-11	0	-0.8	-0.9	0.3	-1	1.4	3	-5
CC1(C2CC2)NC(=O)N(CC(=O)Nc2ccccc2F)C1=O (stereo unspecified)	-1.6	3.5	-3	5	1.9	-0.8	-0.2	-1	3.2	1	2
CCOC(=O)[C@@]12CCCC=C1N(CCc1ccc(Cl)cc1)C(=O)[C@H]2CC(=O)NCc1ccc(OC)c(OC)c1	.	-3.7	3	-13	-3.9	-1.2	-1.8	4	.	2	-4
O=C(COC(=O)C1CCCCC1)NCc1ccc(Cl)cc1	0.1	-2.6	-11	1	-1.3	-0.6	-0.8	0	1.1	2	-4
COc1ccccc1NC(=O)CCC(=O)Nc1nnc(C(F)(F)F)s1	0.1	2.3	-5	-3	-1.3	-1.3	0.5	2	1.1	4	-2
